# Screening results: PubChem BioAssay, several laboratories
# Bim-Bcl-XL: inhibitors of Bim-Bcl-XL interaction, human. actives 0.04% (n = 190,000). Q07817. inhibition, % at 10 µM. Bim peptide-Bcl-XL binding, bead flow cytometry, fluorescence
# Target sequence (Q07817 whole entry, looked up): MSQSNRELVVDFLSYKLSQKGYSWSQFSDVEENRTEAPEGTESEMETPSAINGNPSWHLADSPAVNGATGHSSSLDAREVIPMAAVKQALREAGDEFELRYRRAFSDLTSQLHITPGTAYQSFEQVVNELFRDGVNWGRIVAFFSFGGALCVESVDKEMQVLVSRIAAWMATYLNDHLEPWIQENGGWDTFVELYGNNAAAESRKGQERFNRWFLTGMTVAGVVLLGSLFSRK
# Bim-Bcl-2: disrupts Bim peptide binding to human Bcl-2; Bead-based flow cytometry, Bim peptide-Bcl-2 binding; inhibition, % at 10 µM; actives 0.06% (n = 190,000); in the data active = inhibition above about 40%; inconclusive = no clear call, values can overlap the other calls;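 also: 0% = no compound wells with probe peptide and 100% = reference peptide inhibitor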
# Bcl-B Bim block: disrupts Bim peptide binding to human Bcl-B | Q9HD36 | bead-based flow cytometry | inhibition, % at 10 µM | actives 0.073% (n = 190,000);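 also: 0% = tracer peptide without compound and 100% = reference inhibitor peptide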
# Target sequence (Q9HD36 whole entry, looked up): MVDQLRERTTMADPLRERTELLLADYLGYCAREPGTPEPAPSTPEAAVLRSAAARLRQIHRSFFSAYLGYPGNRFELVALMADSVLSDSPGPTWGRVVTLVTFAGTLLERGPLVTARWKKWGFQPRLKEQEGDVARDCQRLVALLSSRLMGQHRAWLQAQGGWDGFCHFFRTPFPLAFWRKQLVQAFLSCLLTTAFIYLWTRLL
# RGS7-Gao reg: human RGS7-Galphao interaction regulation; P09471; Multiplexed bead flow cytometry, RGS7-Galphao binding; actives lie on both sides; binding response (% of control), % at 10 µM; actives 0.35% (n = 220,000); AID 1439; in the data active = binding response below about 49% or above about 150%; inconclusive = no clear call, values can overlap the other calls; inactive = in between;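 also: fluorescent Galphao held in activated GDP-AlF4 state binding bead-coupled RGS7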
# GSH bead fluor: compound fluoresces at 488/530 nm on GSH beads. actives 0.25% (n = 190,000). fluorescence (KMESF) at 10 µM. GSH beads flow cytometry, compound fluorescence 488/530 nm; hits give high values; in the data active = fluorescence above about 89;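 also: glutathione beads carrying GST-tagged Bcl family fusion proteins plus one bare bead set; values are compound well signal with DMSO vehicle wells as background; inactives centre near 16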
# Bfl-1 Bim block: inhibitors of Bim-Bfl-1 interaction, human | Q16548 | Bead-based flow cytometry, Bim-Bfl-1 binding inhibition | inhibition, % at 10 µM | actives 0.12% (n = 190,000) | AID 1008;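 also: 0% = wells without compound plus tracer and 100% = blocker peptide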
# Bim-Mcl-1: disrupts Bim peptide binding to human Mcl-1; actives 0.1% (n = 190,000); Bead-based flow cytometry, Bim peptide-Mcl-1 binding; inhibition, % at 10 µM;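 also: 0% = no compound tracer wells and 100% = peptide blocker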
# Target sequence (Q07820 whole entry, looked up): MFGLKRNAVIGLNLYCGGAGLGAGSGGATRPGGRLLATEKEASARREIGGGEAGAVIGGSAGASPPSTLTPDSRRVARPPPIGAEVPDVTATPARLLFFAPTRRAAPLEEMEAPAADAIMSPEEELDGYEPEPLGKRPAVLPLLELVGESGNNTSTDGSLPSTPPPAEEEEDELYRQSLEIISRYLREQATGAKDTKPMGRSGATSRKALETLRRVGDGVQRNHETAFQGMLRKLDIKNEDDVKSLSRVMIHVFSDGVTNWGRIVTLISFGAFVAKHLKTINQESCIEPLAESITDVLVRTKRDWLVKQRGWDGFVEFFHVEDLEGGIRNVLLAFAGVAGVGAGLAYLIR
# Bim-Bcl-W: disrupts Bim peptide binding to human Bcl-W; actives 0.02% (n = 190,000); inhibition, % at 10 µM; Q92843; bead-based flow cytometry;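 also: 0% = bound tracer without compound and 100% = peptide blocker; higher means less fluorescent Bim peptide bound to Bcl-W beads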
# Target sequence (Q92843 whole entry, looked up): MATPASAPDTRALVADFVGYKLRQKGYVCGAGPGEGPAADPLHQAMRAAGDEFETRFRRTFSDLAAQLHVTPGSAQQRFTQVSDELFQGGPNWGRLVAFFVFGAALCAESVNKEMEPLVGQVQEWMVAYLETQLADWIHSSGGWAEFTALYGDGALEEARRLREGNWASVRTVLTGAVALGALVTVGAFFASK
# RGS4-Gao reg: modulates binding of RGS4 to human Galphao; Multiplexed bead flow cytometry; actives lie on both sides; binding response (% of control), % at 10 µM; actives 0.33% (n = 220,000); AID 1415; in the data active = binding response below about 49% or above about 150%; inactive = in between;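 also: fluorescent Galphao activated with aluminum fluoride binding bead-coupled RGS4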
# RGS8-Gao: regulators of human RGS8-Galphao interaction; multiplexed bead flow cytometry, RGS8-Galphao binding; actives lie on both sides; AID 1423; actives 0.34% (n = 220,000); response (percent of control binding), % at 10 µM; P09471; in the data active = response below about 60% or above about 140%; inactive = in between;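 also: Galphao activated as the GDP aluminium fluoride complex binding bead-coupled RGS8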
# Mcl1-Bid inh: disrupts binding of human Mcl-1 to Bid peptide. TR-FRET Mcl-1/Bid-Dy647 peptide binding, 1536-well. inhibition, % at 21.7 µM. actives 0.97% (n = 220,000). AID 1021;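 active = compounds that cut the binding signal by more than half at the single screening dose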;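 also: His-tagged Mcl-1 with europium anti-His antibody binding Bid BH3 peptide; 0% = Mcl-1 plus peptide wells and 100% = peptide-only wells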
# * hit, by the source's call; ? = inconclusive. Rule as the data show it, unless noted: active = inhibition above about 40%.
SMILES,Bim-Bcl-XL,Bim-Bcl-2,Bcl-B Bim block,RGS7-Gao reg,GSH bead fluor,Bfl-1 Bim block,Bim-Mcl-1,Bim-Bcl-W,RGS4-Gao reg,RGS8-Gao,Mcl1-Bid inh
O=C(OCc1c(Cl)cccc1Cl)c1ccncc1,-9,-8,-7,100,15,-8,-4,-4,99,101,-1
CCN1C(C)=C(C)S/C1=C1\SC(=S)N(NC(C)=O)C1=O,-2,-3,-4,101,13,0,-3,-2,100,103,-43
CCOC(=O)CNC(=O)CSc1nnc(COc2ccc(Cl)cc2)n1CC,-8,-8,-8,100,24,-13,-4,-2,103,101,59*
Cc1ccc(-c2cc(-c3ccc4c(c3)OCO4)c(C#N)c(N)n2)o1,-1,5,-3,98,22,24,2,7,101,94,80*
Clc1ncnc2scc(-c3ccc(Br)cc3)c12,-1,0,-7,77,5,0,-1,-2,74,77,0
COCc1cc(C)nc(N/N=C/c2ccc(-c3ccc(C(=O)O)c(Cl)c3)o2)c1C#N,1,2,1,94,6,-5,3,0,103,100,-50
CC(=O)N1c2c(cc(Br)cc2S(=O)(=O)Nc2c(C)n(C)n(-c3ccccc3)c2=O)CC1C (configuration not stated),0,1,5,100,28,6,0,0,101,101,-11
Cc1cc(C)c2cc3c(ccn3C3OC[C@H](O)[C@H](O)[C@H]3O)cc2n1 (some centres not stated),0,-1,3,94,27,-3,-2,0,98,98,-9
COc1cc(/C=C2/SC(=S)NC2=O)ccc1OS(=O)(=O)c1ccc(C)cc1,-9,-3,-22,102,5,8,-10,-4,90,88,82*
Cc1nc2cc(NCc3cccs3)ccc2n1C,0,-1,0,100,9,-1,-1,1,102,101,-37
CCOC(=O)NC(Nc1ccc(OC)cc1)(C(F)(F)F)C(F)(F)F,-2,0,-5,106,5,-1,-3,-1,101,100,-76
N#C/C(=C\c1ccccc1OCc1ccc(C(=O)O)cc1)c1ccccc1,0,-3,-1,103,12,-2,0,-1,103,101,-2
Cc1ccc2c(Cn3cc(C(F)(F)F)cc(Cl)c3=O)cc(=O)oc2c1,-7,-8,-8,97,9,-16,-3,-2,101,105,-20
CC(C)(C)c1ccc(C(=O)NNC(=O)c2cccc(Br)c2)cc1,-3,-6,-6,146,32,-9,0,0,118,108,-3
Brc1ccccc1-c1nnc(COc2cccc3cccnc23)o1,-5,-10,-6,100,11,-11,-3,0,103,101,-44
CCC(=O)Nc1nc(OC)cc(OC)n1,-10,-10,-12,99,31,-14,-5,-3,102,100,-21
Cc1ccc(CNC(=O)COC(=O)CCC(=O)c2cccs2)cc1,-3,-5,-4,98,15,-6,0,-3,103,102,3
Cc1ccc(NC(=O)Cn2nnc(C(=O)NCc3ccccc3)c2N)cc1C,-3,-7,-6,97,33,-11,-4,-1,96,102,7
Cc1ccc(S(=O)(=O)c2c(C)nn(C(C)(C)C)c2OC(=O)c2ccco2)cc1,-11,-9,-6,100,23,-7,-8,-5,102,100,2
Nc1cc(C(F)(F)F)ccc1C(=O)O,-1,-6,-4,100,23,-8,0,2,97,99,-1
CCCCCC(=O)NC(NC(=S)N1CCOCC1)C(Cl)(Cl)Cl (configuration not stated),-5,7,-7,100,17,-3,-4,-5,104,103,-24
[O-][n+]1onc2c1CCc1c-2nc(-c2ccccc2)n1OCc1ccccc1,4,0,2,100,25,0,-1,1,104,102,-68
CCc1c(C)nc(N)n2c(SCC(=O)N3CCCc4ccccc43)nnc12,-1,0,0,102,17,-2,-5,0,101,103,-5
COc1ccc2[nH]c3c(N4CC(C)OC(C)C4)ncnc3c2c1 (configuration not stated),-1,-4,-4,101,9,-11,-1,0,106,102,-6
Clc1nc(CN2CCCCC2)nc2sc3c(c12)CCC3,-5,-3,-5,99,13,-5,0,-6,100,102,-24
COc1ccc(C(=S)Nc2ccccc2)cc1,-2,0,-3,102,11,-1,0,0,108,103,-70
O=S(=O)(Nc1nc2ccccc2nc1Cl)c1ccc2ccccc2c1,-3,-1,-5,98,16,0,0,-1,101,99,-116
COc1ccccc1NC(=O)COC(=O)Cc1ccc(S(=O)(=O)N2CCCCC2)s1,-1,-5,-2,94,13,-1,0,-1,107,107,-38
CCCCCCC(=O)NC(Nc1ccc(S(N)(=O)=O)cc1)C(Cl)(Cl)Cl (configuration not stated),-6,-16,-8,101,24,-21,-4,-2,98,101,5
CC(C)Cc1cc(C(=O)N2CCN(C(c3ccccc3)c3ccccc3)CC2)no1,-4,-7,-7,99,24,-11,-1,-1,104,105,-20
O=C(Nc1ccc(S(=O)(=O)N2CCC(C(=O)NC3CCCCC3)CC2)cc1)c1ccco1,-2,-11,-8,100,30,-18,-1,0,103,102,-5
O=C(Nc1cccc(-c2cn3ccsc3n2)c1)c1ccccc1,-3,-1,-4,99,26,-14,1,0,99,102,-52
Cc1ccc(OCCOCCn2ccnc2)c(Br)c1,-1,-1,-5,113,20,-2,-8,-1,112,116,22
COc1ccc(OC)c(C(=O)c2ccc(C(=O)Nc3ccccc3)cc2)c1,20,1,14,99,17,11,14,12,100,95,9
CCCCn1c(N)c(NCc2ccccc2OC)c(=O)[nH]c1=O,2,1,3,?,11,-1,2,1,99,99,-82
Cc1ccccc1OCC(=O)NC1=NCCS1,2,-10,-9,98,39,-14,-4,-1,96,98,0
Cc1ccc(OCc2nc(C#N)c(N3CCCC3)o2)cc1,-5,2,-2,97,17,2,-3,-5,100,98,-22
Cc1cc(C)n(-c2cc(C(=O)O)cc(C(=O)O)c2)n1,1,3,3,90,28,2,2,2,95,99,6
Cc1[nH]c2ccc(-c3n[nH]c(=S)n3Cc3ccccc3)cc2c1C,-1,1,-4,96,5,2,-2,0,94,95,-17
COc1cc(C2NC(=O)NC(O)(C(F)(F)F)C2C(=O)c2cccs2)ccc1O (configuration not stated),-1,0,-6,97,19,-3,-6,-1,101,100,-32
O=C1Nc2ccc(F)cc2C12Nc1ccccc1-c1nnc(SCc3ccccc3Cl)nc1O2 (configuration not stated),2,5,3,92,13,2,1,2,75,97,-7
Cc1c(C#N)c(NC(=O)c2cccc(Cl)c2)n(Cc2ccccc2)c1C,-1,1,-1,99,11,0,-1,0,98,101,-10
Nc1nc(SCn2nnc3ccccc3c2=O)n[nH]1,-4,0,-5,99,11,-3,-1,-3,102,100,-24
COc1ccc(C(=O)CSc2nnc(CNC(=O)c3ccco3)n2C)cc1,-2,1,-1,?,17,-5,0,0,103,105,12
CC(NC(=O)c1ccnn1C)C1CCCO1 (configuration not stated),-4,0,0,?,20,-5,0,0,101,102,-14
CC(C)(C)c1ccc(C(=O)N2CCC(=O)N(C(COCc3ccccc3)Cc3ccccc3)CC2)cc1 (configuration not stated),-2,2,0,89,18,0,-2,-1,83,89,4
O=c1c2c3c(sc2ncn1/N=C/c1ccccc1)CCCC3,-2,10,-2,94,21,0,-6,-1,100,96,-5
CC(C)(C)C1=Nn2c(nnc2-c2ccccc2F)SC1,0,-7,-7,98,56,-11,-1,-1,99,100,-23

# Three entries from above, reformatted.
COc1cc(/C=C2/SC(=S)NC2=O)ccc1OS(=O)(=O)c1ccc(C)cc1
- Bim-Bcl-XL: -9
- Bim-Bcl-2: -3
- Bcl-B Bim block: -22
- RGS7-Gao reg: 102
- GSH bead fluor: 5
- Bfl-1 Bim block: 8
- Bim-Mcl-1: -10
- Bim-Bcl-W: -4
- RGS4-Gao reg: 90
- RGS8-Gao: 88
- Mcl1-Bid inh: 82*

Cc1nc2cc(NCc3cccs3)ccc2n1C
- Bim-Bcl-XL: 0
- Bim-Bcl-2: -1
- Bcl-B Bim block: 0
- RGS7-Gao reg: 100
- GSH bead fluor: 9
- Bfl-1 Bim block: -1
- Bim-Mcl-1: -1
- Bim-Bcl-W: 1
- RGS4-Gao reg: 102
- RGS8-Gao: 101
- Mcl1-Bid inh: -37

CCOC(=O)NC(Nc1ccc(OC)cc1)(C(F)(F)F)C(F)(F)F
- Bim-Bcl-XL: -2
- Bim-Bcl-2: 0
- Bcl-B Bim block: -5
- RGS7-Gao reg: 106
- GSH bead fluor: 5
- Bfl-1 Bim block: -1
- Bim-Mcl-1: -3
- Bim-Bcl-W: -1
- RGS4-Gao reg: 101
- RGS8-Gao: 100
- Mcl1-Bid inh: -76

# Continuation.
SMILES,Bim-Bcl-XL,Bim-Bcl-2,Bcl-B Bim block,RGS7-Gao reg,GSH bead fluor,Bfl-1 Bim block,Bim-Mcl-1,Bim-Bcl-W,RGS4-Gao reg,RGS8-Gao,Mcl1-Bid inh
CNC(=O)c1[nH]cnc1C(=O)Nc1cccc(OC)c1,-7,-3,-5,103,28,-10,2,-2,99,100,-22
O=S1(=O)N=C(N/N=C/c2ccco2)c2ccccc21,0,1,3,105,22,3,-4,0,99,101,9
CCc1ccc(Nc2nnc(SCC(=O)NC(=O)c3cccn3C)s2)cc1,-4,-2,-5,?,10,-2,-1,0,103,102,-28
CN(C)C(=O)CN1C(=O)C2CC=C(Cl)CC2C1=O (configuration not stated),2,-6,-5,100,34,-11,1,0,101,99,1
Cc1cccn2c(CN(C)C3CCCc4ccccc43)c(C(=O)N3CCOCC3)nc12 (configuration not stated),-1,0,-1,96,10,-6,3,-2,97,96,55*
N#Cc1nc(COc2cccc(Cl)c2)oc1N1CCCC1,-6,-7,-7,99,15,-5,-5,-4,100,100,0
CCOc1ccccc1N/C=C(\C#N)c1nc2ccccc2n1C,-3,-8,-4,101,17,-9,-2,0,100,101,5
CC(C)CC(c1nnnn1Cc1ccc2c(c1)OCO2)N1CCC(C(N)=O)CC1 (configuration not stated),-3,-5,-10,115,18,-15,-4,-6,106,112,-40
CCOC(=O)C1CCCN(c2c(NCCCN(C)c3ccccc3)c(=O)c2=O)C1 (configuration not stated),-2,-6,-3,105,24,-4,-1,-2,102,120,-37
CN(CC(=O)Nc1cccc(C#N)c1)Cc1ccc(Cl)cc1,-2,0,0,103,18,-1,0,-1,103,102,86*
O=C1NC(=S)N(C(=O)c2ccc(F)cc2)/C1=C/c1ccccc1,-8,0,0,98,11,-1,-1,-6,100,101,3
COc1ccccc1CC(=O)N1CCN(c2ccccn2)CC1,0,0,1,97,29,-1,0,1,95,97,-11
CCS(=O)(=O)N1CCC(C(=O)NCc2ccc(OC)cc2OC)CC1,-2,-4,-3,?,18,-4,-2,-2,99,102,-17
COc1cc(/C=N/NC(=S)Nc2cccc(C(=O)O)c2)cc(OC)c1OC,-5,-7,-7,95,15,-13,-5,-5,97,100,-39
COCCCNc1c2c3c(cccc3[nH]c1=O)C(=O)c1ccccc1-2,11,0,-1,93,17,-5,9,9,93,96,-23
CCOc1ccc(N(C)S(=O)(=O)c2ccc3[nH]cc(C(=O)NCCOC)c(=O)c3c2)cc1,3,-4,-2,91,13,-4,0,0,96,99,13
CN(C)C(=O)CCSc1nnc(-c2ccco2)o1,0,1,-2,?,14,-3,-1,0,95,96,-30
CCN(CC)CC(=O)c1ccc(-c2ccccc2)cc1,-1,-3,-1,103,13,-2,-2,-4,101,103,15
Cc1ccc(C)c(N2CCN(C(=O)C(Cc3ccccc3)n3cccc3)CC2)c1 (configuration not stated),-1,-3,-2,105,20,-6,2,0,98,102,-12
CN(CC(=O)Nc1ccc(Cl)c(C(F)(F)F)c1)C(=O)/C=C/c1ccco1,-2,0,-3,98,9,-1,-4,0,101,99,-31
Cc1cc(Nc2ccc(Cl)cc2)nc(NCc2ccccc2)n1,-3,-1,-1,103,21,0,0,0,104,102,2
O=[N+]([O-])c1ccccc1S(=O)(=O)N1CCN(Cc2ccc3c(c2)OCO3)CC1,-5,-7,-6,101,10,-5,0,-7,97,100,5
CC(C)NC(=O)C12CC3CC(C1)CC(n1cnc(Cl)n1)(C3)C2,-4,-12,-6,101,35,-17,-1,1,99,101,0
